Bioassay records (PubChem BioAssay)
SIAE inh – human SIAE inhibitors, primary screen, biochemical, fluorescence polarization, FP-Rh probe, 1536-well HTS; inhibition, % at 9.66 µM; AID 1053197, 2014; Sialate O-acetylesterase (Homo sapiens), Q9HAT2; SIAE FP-Rh probe binding; 0.69% of 370,000 active;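 active = inhibition above a cutoff: mean of compounds within the control limits plus 3 SD of those, cut at about 17% in these data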;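 also: 0% = plate median of compound wells and 100% = probe without SIAE protein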
ADAM17 inh – ADAM17 inhibitors, primary screen, biochemical, QFRET. Disintegrin and metalloproteinase domain-containing protein 17 (Homo sapiens), P78536. inhibition, % at 6.95 µM. recombinant ADAM17, EDANS/DABCYL FRET peptide cleavage. 0.83% of 370,000 active;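 active = inhibition above the mean of compounds lying between control limits plus 3 SD, set per campaign, cut at about 8.5% in these data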;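 also: 0% = DMSO-only wells as the low control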
ASAP1 GAP inh – inhibitors of human ASAP1 ArfGAP activity, primary screen, biochemical, fluorescence polarization. Arf-GAP with SH3 domain, ANK repeat and PH domain-containing protein 1 (Homo sapiens), …. ASAP1-stimulated ARF1 GTP hydrolysis, GDP FP detection. inhibition, % at 16.5 µM. 0.19% of 360,000 active; in the data active = inhibition above about 25%;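 also: 0% = vehicle with enzyme and substrate and 100% = no enzyme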
Target sequence (Q9ULH1 325-724 limits assumed): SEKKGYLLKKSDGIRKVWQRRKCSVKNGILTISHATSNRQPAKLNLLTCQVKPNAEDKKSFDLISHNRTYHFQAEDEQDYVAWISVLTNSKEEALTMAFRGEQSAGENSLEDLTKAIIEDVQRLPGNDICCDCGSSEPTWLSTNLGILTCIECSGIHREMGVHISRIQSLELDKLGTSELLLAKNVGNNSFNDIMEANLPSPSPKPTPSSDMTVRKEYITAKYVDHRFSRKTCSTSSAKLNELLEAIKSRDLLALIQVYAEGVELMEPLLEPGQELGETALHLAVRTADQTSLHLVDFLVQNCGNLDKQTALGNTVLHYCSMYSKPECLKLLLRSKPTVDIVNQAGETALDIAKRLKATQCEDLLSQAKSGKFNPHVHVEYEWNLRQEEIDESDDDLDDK
ADAM10 inh – human ADAM10 inhibitors, primary screen, biochemical, QFRET, HTS | inhibition, % at 7 µM | 0.62% of 370,000 active | recombinant ADAM10, EDANS/DABCYL FRET peptide cleavage, 3 h | Disintegrin and metalloproteinase domain-containing protein 10 (Homo sapiens), O14672;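 active = inhibition above a per-campaign cutoff equal to the mean of compounds falling between control-based bounds plus 3 SD, cut at about 20% in these data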;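 also: 0% = DMSO wells while the 100% control is not disclosed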
DDE Tn6 FP inh – inhibitors of Tn6 peptide binding to fibrin DD(E), primary screen, biochemical, fluorescence polarization, human fibrin, Tn6 probe; inhibition, % at 8.3 µM; Fibrin DD(E) TRITC-Tn6 fluorescence polarization displacement; Fibrinogen beta chain (Homo sapiens), P02675; 0.21% of 370,000 active;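 active = inhibition above a per-campaign cutoff: mean of compounds within control limits plus 3 SD, cut at about 15% in these data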;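 also: 0% = median of all compound wells on the plate and 100% = blocking peptide control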
Target sequence (P02675 whole entry, looked up): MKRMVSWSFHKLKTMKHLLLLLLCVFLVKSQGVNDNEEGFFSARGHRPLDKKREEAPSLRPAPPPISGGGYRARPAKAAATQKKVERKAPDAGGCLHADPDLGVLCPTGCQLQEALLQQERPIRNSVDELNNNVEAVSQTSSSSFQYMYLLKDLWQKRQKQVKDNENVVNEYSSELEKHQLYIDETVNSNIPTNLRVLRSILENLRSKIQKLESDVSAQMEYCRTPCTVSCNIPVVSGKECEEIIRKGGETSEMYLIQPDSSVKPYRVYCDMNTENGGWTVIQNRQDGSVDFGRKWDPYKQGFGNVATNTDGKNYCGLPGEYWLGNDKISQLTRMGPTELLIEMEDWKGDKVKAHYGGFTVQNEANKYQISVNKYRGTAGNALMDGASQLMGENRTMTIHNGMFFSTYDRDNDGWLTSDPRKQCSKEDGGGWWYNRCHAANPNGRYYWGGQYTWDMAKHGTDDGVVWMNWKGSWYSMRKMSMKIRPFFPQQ
ARFGAP1 inhibitor – inhibitors of rat ARFGAP1 GAP activity, primary screen, biochemical, fluorescence polarization, GDP tracer; Arfgap1-stimulated ARF1 GTP hydrolysis, GDP FP detection; AID 651572, 2012; inhibition, % at 16.5 µM; 0.26% of 360,000 active;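 active = inhibition above a per-plate limit, mean inhibition of low control wells plus 3 SD, cut at about 25% in these data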;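 also: 0% = DMSO wells with enzyme and 100% = wells lacking Arfgap1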
Target sequence (Q62848 1-136 limits assumed): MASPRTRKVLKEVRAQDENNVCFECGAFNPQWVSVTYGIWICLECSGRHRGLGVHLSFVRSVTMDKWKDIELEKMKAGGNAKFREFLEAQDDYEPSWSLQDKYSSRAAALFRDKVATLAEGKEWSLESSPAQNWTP
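Replicates: Single well per compound | Assay system: Truncated rat Arfgap1 GAP domain | Control set: No-Arfgap1 wells (100%) versus DMSO full-reaction wells (0%) | Times: Enzyme reaction 120 min at 25 °C after 20 min preincubation | Reagent: Human ARF1(Δ1-17)-GTP substrate | Measured by: Tracer-displacement fluorescence polarization with EDTA stop, 620/688 nm | Measure: Percent inhibition of Arfgap1-stimulated GTP hydrolysis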
PLC-gamma1 inh – PLC-gamma1 enzyme inhibitors, primary screen, biochemical, fluorescence, purified enzyme | AID 720700, 2013 | inhibition, % at 12.2 µM | 1-phosphatidylinositol 4,5-bisphosphate phosphodiesterase gamma-1 (Homo sapiens), P19174 | 0.84% of 370,000 active | fluorogenic substrate; in the data active = inhibition above about 9.5%
PLC-beta3 inh – human PLC-beta3 inhibitors, primary screen, biochemical, fluorescence; 1-phosphatidylinositol 4,5-bisphosphate phosphodiesterase beta-3 (Homo sapiens), Q01970; Purified PLC-beta3, fluorogenic substrate; inhibition, % at 12.2 µM; 0.18% of 370,000 active; AID 720704, 2013; in the data active = inhibition above about 11%;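 also: 0% = median of compound wells on plate and 100% = full blocker control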
TDP2 absorb – human TDP2 enzyme inhibitors, primary screen, biochemical, epi absorbance, recombinant enzyme; 0.34% of 370,000 active; T5PNP hydrolysis, p-nitrophenol absorbance 415 nm; Tyrosyl-DNA phosphodiesterase 2 (Homo sapiens), O95551; inhibition, % at 12.8 µM;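 active = inhibition above the mean of all tested compounds plus 3 SD, set per campaign, cut at about 25% in these data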;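 also: 0% = DMSO with enzyme and 100% = buffer with substrate but no TDP2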
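System – recombinant human TDP2 · Amount – 120 nM TDP2 per well · Buffer or medium – Mg2+-containing Tris-HCl buffer, pH 7.5 · Reagent – T5PNP substrate, 5 mM · Dosing – 12.8 µM single point, 1% DMSO · Incubation – 2 h at 37 °C · Measured by – epi absorbance · Read-out basis – percent inhibition · Benchmarks – high control without enzyme, low control DMSO plus TDP2 · Repeats – singlicate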
Tn7 DDE FP – inhibitors of Tn7 peptide binding to fibrin DD(E), primary screen, biochemical, fluorescence polarization, human fibrin, Tn7 probe; inhibition, % at 8.3 µM; FP displacement of FITC-Tn7 peptide from fibrin DD(E); 0% = median of compound wells per plate; Fibrinogen beta chain (Homo sapiens), P02675; 0.13% of 370,000 active;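 active = inhibition above the mean of compounds falling within the control limits plus 3 SD of them, cut at about 14% in these data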;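 also: 0% = plate median of compound wells and 100% = 10 µM Aha-Tn7 peptide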
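Test system – human fibrin DD(E) · Times – 10 min preincubation, 3 h with tracer, room temperature · Detection – fluorescence polarization of the labelled Tn7 tracer · Measure – percent inhibition normalized to high-control wells · Benchmarks – high control wells with 10 µM unlabelled Aha-Tn7 peptide (full inhibition) · Repeats – singlicate testing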
Active calls of the source: *; i = inactive; nt = not tested or not shown.

| compound | SIAE inh | ADAM17 inh | ASAP1 GAP inh | ADAM10 inh | DDE Tn6 FP inh | ARFGAP1 inhibitor | PLC-gamma1 inh | PLC-beta3 inh | TDP2 absorb | Tn7 DDE FP |
| --- | --- | --- | --- | --- | --- | --- | --- | --- | --- | --- |
| COc1ccc(NC(=O)CSc2nnc(-c3ccco3)n2N)cc1Cl | -4 | -3 | -3 | 1 | -3 | 13 | 2 | -4 | 18 | 1 |
| COc1ccc(CCNC(=O)CCCCCNC(=O)N2CCn3c2nc2ccccc23)cc1OC | 1 | -5 | 11 | -7 | 5 | 16 | -1 | -4 | 7 | -3 |
| COc1ccc(CN2C[C@H]3CON(C)[C@H]3C[C@H]2c2ccc(-c3ccccc3)cc2)cc1 | -5 | 1 | 9 | 9 | -3 | -1 | 2 | -1 | 5 | -1 |
| CC(=O)N[C@H]1[C@H](OC2CCCCC2)O[C@H](COC(C)=O)[C@@H](OC(C)=O)[C@@H]1OC(C)=O | -2 | 2 | 4 | 9 | 3 | 6 | 4 | 3 | -7 | -6 |
| CSc1nc2[nH]c(=O)[nH]c2c(=O)[nH]1 | 1 | -4 | -1 | -5 | 4 | 7 | 1 | 3 | 2 | -3 |
| COC(=O)C1=C(C)N(Cc2cccc(C(F)(F)F)c2)C(=NCc2ccc(OC)cc2)NC1c1ccc(Cl)cc1 (stereo not drawn) | -1 | 0 | 7 | 9 | 10 | -6 | 0 | 3 | -10 | 5 |
| Cc1ccc2c(c1)c1c3n2CCN(CC(O)CNC(C)C)C3CCC1 (stereo not drawn) | 10 | -9 | -2 | -18 | 2 | 1 | i | i | 1 | 10 |
| FC(F)(F)c1nnc(-c2ccccc2)nc1Sc1ccc(Cl)cc1 | -5 | -5 | -1 | -11 | 2 | 0 | 1 | 2 | 3 | 3 |
| CCCNC(=O)NC(=O)COc1ccc(-c2ccc(C#N)cc2)cc1 | -2 | -5 | -9 | -8 | 0 | 9 | -1 | -1 | -3 | -3 |
| Cc1ccc(NC(=O)COC(=O)CCc2nc3ccccc3n2-c2ccccc2)c(C)c1 | 10 | 1 | -10 | -3 | -5 | 9 | -1 | 2 | 11 | 1 |
| CCc1ccc(NC(=O)C2=CC(c3ccc(OC)cc3)=NS(=O)(=O)N2C)cc1 | -52 | 9.2* | -1 | 11 | -2 | 17 | 0 | -8 | -4 | -1 |
| O=C1N/C(=N\N=C\c2cccs2)SC1Cc1ccc(Cl)cc1 (stereo not drawn) | 3 | 0 | -8 | 2 | 9 | 4 | -1 | 4 | 1 | 4 |
| Cc1cccc(Oc2nc(-c3cccc([N+](=O)[O-])c3)nc3ccccc23)c1C | -1 | -4 | 5 | -4 | 2 | -2 | -1 | 2 | -8 | 6 |
| O=C(CSc1nnc(-c2cccs2)o1)c1ccc(F)cc1 | -1 | 1 | nt | -3 | 1 | nt | -1 | 1 | -3 | -4 |
| CC1CC(OCC(O)CN2CCN(Cc3ccccc3)CC2)CC(C)(C)C1 (stereo not drawn) | 2 | 2 | 4 | 3 | -3 | 2 | 4 | 3 | -8 | 2 |
| CCN(C(=O)COC(=O)c1cc2ccccc2cc1OC)c1c(N)n(Cc2ccccc2)c(=O)[nH]c1=O | 4 | -192 | -10 | i | 4 | 6 | -157 | -201 | 4 | 0 |
| C[C@@]12C(=O)Nc3ccc(Br)cc3C(=O)N1[C@H]1c3cc(Br)ccc3OC[C@@H]1[C@@H]2c1ccccc1 | -92 | 5 | -5 | 10 | -9 | 6 | 0 | -4 | 16 | 1 |
| O=C(C1CCN(S(=O)(=O)c2cccc3cccnc23)CC1)N1CCCC1 | 3 | 0 | 20 | -3 | 0 | 10 | 2 | 0 | -1 | -9 |
| Cc1nc(C(F)(F)F)c(C(=O)NC(=O)Nc2ccc(OC(F)(F)F)cc2)s1 | 10 | 4 | 3 | 9 | 3 | 8 | -1 | 2 | -13 | -6 |
| CCC(NC(=O)NCc1ccccc1)(C(F)(F)F)C(F)(F)F | 5 | 3 | 3 | 2 | -4 | 2 | 2 | 4 | -4 | -3 |
| C=CCn1c(=O)c2c(nc3n2CCS3)n(C)c1=O | 3 | 1 | -12 | 0 | -1 | 4 | 5 | 2 | -5 | -4 |
| COC(=O)C1=Cc2cc(OC)cc([N+](=O)[O-])c2OC1N1CCOCC1 (stereo not drawn) | 10 | -2 | 0 | 3 | 2 | -3 | -4 | -29 | 0 | -2 |
| Cc1ccc(NC(=O)c2cc(=O)c3ccccc3o2)cc1S(=O)(=O)N1CCOCC1 | -21 | -1 | 0 | 13 | -5 | 2 | 7 | 5 | -14 | 1 |
| CCc1cc(-c2n[nH]c(=S)n2Cc2ccccc2)cs1 | 2 | 4 | 2 | 6 | 6 | 4 | 0 | 0 | 0 | -8 |

Sorted by the number under TDP2 absorb (high to low): four from the list above.
smiles	SIAE inh	ADAM17 inh	ASAP1 GAP inh	ADAM10 inh	DDE Tn6 FP inh	ARFGAP1 inhibitor	PLC-gamma1 inh	PLC-beta3 inh	TDP2 absorb
C[C@@]12C(=O)Nc3ccc(Br)cc3C(=O)N1[C@H]1c3cc(Br)ccc3OC[C@@H]1[C@@H]2c1ccccc1	-92	5	-5	10	-9	6	0	-4	16
CCc1cc(-c2n[nH]c(=S)n2Cc2ccccc2)cs1	2	4	2	6	6	4	0	0	0
CCC(NC(=O)NCc1ccccc1)(C(F)(F)F)C(F)(F)F	5	3	3	2	-4	2	2	4	-4
Cc1ccc(NC(=O)c2cc(=O)c3ccccc3o2)cc1S(=O)(=O)N1CCOCC1	-21	-1	0	13	-5	2	7	5	-14

Other compounds follow:
| compound | SIAE inh | ADAM17 inh | ASAP1 GAP inh | ADAM10 inh | DDE Tn6 FP inh | ARFGAP1 inhibitor | PLC-gamma1 inh | PLC-beta3 inh | TDP2 absorb | Tn7 DDE FP |
| --- | --- | --- | --- | --- | --- | --- | --- | --- | --- | --- |
| Cc1ccc(/C=C2\SC(=S)N(CCC(=O)NNC(=O)c3cccc(O)c3)C2=O)cc1 | -113 | 3 | -3 | 9 | 9 | -7 | 3 | -7 | -2 | 2 |
| CN1CCN(S(=O)(=O)c2cccc(C(=O)NCc3ccccc3Cl)c2)CC1 | 1 | -5 | 13 | -5 | 2 | 11 | 3 | -3 | 4 | -3 |
| COc1cc2sc3ccc(-c4ccc5[nH]ccc5c4)cc3c(=O)c2cc1OC | -18 | -6 | 3 | -1 | -10 | 3 | -17 | -30 | 6 | -1 |
| Cc1nc(NC(=O)C(C)(C)C)sc1[N+](=O)[O-] | -4 | -2 | 0 | 6 | 8 | -3 | 2 | 3 | -1 | 2 |
| C/C(=N/NC(=O)c1ccc(C)s1)c1cccc(NC(=O)COc2ccc(Cl)cc2C)c1 | -7 | -4 | 14 | 2 | -4 | 3 | 1 | -3 | -1 | -1 |
| CCS(=O)(=O)N1CCN(c2ccccc2F)CC1 | -3 | -3 | -5 | -4 | 5 | -4 | -1 | 1 | 3 | 5 |
| CCC(c1nnnn1-c1ccc2c(c1)OCCO2)N1CCN(c2ccccn2)CC1 (stereo not drawn) | 0 | 1 | -8 | -4 | 1 | -9 | 2 | 0 | 7 | -9 |
| CSCC[C@H](NC(=O)C1CCN(S(=O)(=O)c2ccc(C)cc2)CC1)C(=O)NCC1CCCO1 (stereo partly drawn) | 3 | -1 | 1 | 0 | -2 | 0 | 0 | 0 | -5 | -5 |

Next section (5 carried over from the part before).
| compound | SIAE inh | ADAM17 inh | ASAP1 GAP inh | ADAM10 inh | DDE Tn6 FP inh | ARFGAP1 inhibitor | PLC-gamma1 inh | PLC-beta3 inh | TDP2 absorb | Tn7 DDE FP |
| --- | --- | --- | --- | --- | --- | --- | --- | --- | --- | --- |
| Cc1nc(NC(=O)C(C)(C)C)sc1[N+](=O)[O-] | -4 | -2 | 0 | 6 | 8 | -3 | 2 | 3 | -1 | 2 |
| C/C(=N/NC(=O)c1ccc(C)s1)c1cccc(NC(=O)COc2ccc(Cl)cc2C)c1 | -7 | -4 | 14 | 2 | -4 | 3 | 1 | -3 | -1 | -1 |
| CCS(=O)(=O)N1CCN(c2ccccc2F)CC1 | -3 | -3 | -5 | -4 | 5 | -4 | -1 | 1 | 3 | 5 |
| CCC(c1nnnn1-c1ccc2c(c1)OCCO2)N1CCN(c2ccccn2)CC1 (stereo not drawn) | 0 | 1 | -8 | -4 | 1 | -9 | 2 | 0 | 7 | -9 |
| CSCC[C@H](NC(=O)C1CCN(S(=O)(=O)c2ccc(C)cc2)CC1)C(=O)NCC1CCCO1 (stereo partly drawn) | 3 | -1 | 1 | 0 | -2 | 0 | 0 | 0 | -5 | -5 |
| O=C(CCc1ccccc1)NNC(=O)Nc1cccc(Cl)c1 | 5 | 0 | -6 | 0 | -10 | 12 | 7 | -10 | -12 | 1 |
| c1ccc2c(Oc3ccc4c(c3)OCO4)nncc2c1 | 4 | -5 | -1 | -9 | 3 | 12 | -2 | -2 | 6 | 0 |
| CCC1CCCCN1CCCNC(=O)CCCOc1cc(=O)n(C)c2ccccc12 (stereo not drawn) | 3 | -1 | -7 | 14 | -1 | 0 | 2 | -1 | -9 | 0 |
| Cc1cc(S(=O)(=O)N2CCN(c3ccccn3)CC2)ccc1F | -2 | -5 | -2 | -5 | -3 | 4 | 0 | -5 | 0 | 0 |
| COc1ccc(NC(=O)CSc2n[nH]c(-c3ccco3)n2)cc1 | 4 | 2 | -8 | 0 | 1 | 15 | 4 | 2 | -2 | -7 |
| COC(=O)CSc1nnc(CNC(=O)c2ccc(S(=O)(=O)N(C)C)cc2)n1C | 1 | 0 | 13 | 3 | -2 | -8 | 1 | 3 | -10 | -3 |
